# IL-2 act: activators of IL-2; IL-2 activation reporter assay, cell-based qHTS; stimulated with anti-CD3/CD4/CD28 beads; in transgenic mouse T cells; activation, % (series mostly up to about 46 µM); 360,000 tested, 0.065% active; AID 652025; in the data active means activation above about 50%; inconclusive means mostly about 30% to 49%; further: 0% is about no effect
#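 Unstimulated transgenic mouse T cells; 60-min compound exposure; bead-based TCR/CD4/CD28 stimulation; 18 h culture, 37 degrees C; dual fluorescence (EGFP, DsRed) plate cytometry.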
# HepG2 tox: HepG2 cytotoxicity, counter-screen for TGF-b inhibitors; 410,000 tested, 0.76% active; Potency, µM (top dose mostly 46.1 µM), inactives show top-dose activity change, negative = cytotoxicity, hits mostly cytotoxic; HepG2 CAGA-GFP viability, ATP luminescence, 18 h; further: potency means the concentration at half of the fitted maximal effect; some results filed as inactive show a strong effect at the top dose
#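 CellTiter-Glo luminescence gave cytotoxicity after 18 hours at 37 degrees C. The cells were HepG2 CAGA-GFP in 1% FBS DMEM, stimulated with 500 pg/mL TGF-beta after compound addition. %Activity was normalised to no-cell wells (complete cell-killing) and DMSO (no toxicity), and curves were fitted and classified.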
# EPAC2 ag: agonists of human EPAC2 (RAPGEF4) | 360,000 tested, 0.079% active | AID 720711 | EPAC2 activation, biochemical qHTS; response scale: 100% = 6.5 mM cAMP response | Potency, µM (titrated, usually from 154 µM), without a hit: at the top dose activation, most hits filed as activators; further: potency means the concentration at half of the fitted maximal effect; nearly all actives have a fitted effect of over 50% in size
# Target sequence (Q8WZA2 whole entry, looked up): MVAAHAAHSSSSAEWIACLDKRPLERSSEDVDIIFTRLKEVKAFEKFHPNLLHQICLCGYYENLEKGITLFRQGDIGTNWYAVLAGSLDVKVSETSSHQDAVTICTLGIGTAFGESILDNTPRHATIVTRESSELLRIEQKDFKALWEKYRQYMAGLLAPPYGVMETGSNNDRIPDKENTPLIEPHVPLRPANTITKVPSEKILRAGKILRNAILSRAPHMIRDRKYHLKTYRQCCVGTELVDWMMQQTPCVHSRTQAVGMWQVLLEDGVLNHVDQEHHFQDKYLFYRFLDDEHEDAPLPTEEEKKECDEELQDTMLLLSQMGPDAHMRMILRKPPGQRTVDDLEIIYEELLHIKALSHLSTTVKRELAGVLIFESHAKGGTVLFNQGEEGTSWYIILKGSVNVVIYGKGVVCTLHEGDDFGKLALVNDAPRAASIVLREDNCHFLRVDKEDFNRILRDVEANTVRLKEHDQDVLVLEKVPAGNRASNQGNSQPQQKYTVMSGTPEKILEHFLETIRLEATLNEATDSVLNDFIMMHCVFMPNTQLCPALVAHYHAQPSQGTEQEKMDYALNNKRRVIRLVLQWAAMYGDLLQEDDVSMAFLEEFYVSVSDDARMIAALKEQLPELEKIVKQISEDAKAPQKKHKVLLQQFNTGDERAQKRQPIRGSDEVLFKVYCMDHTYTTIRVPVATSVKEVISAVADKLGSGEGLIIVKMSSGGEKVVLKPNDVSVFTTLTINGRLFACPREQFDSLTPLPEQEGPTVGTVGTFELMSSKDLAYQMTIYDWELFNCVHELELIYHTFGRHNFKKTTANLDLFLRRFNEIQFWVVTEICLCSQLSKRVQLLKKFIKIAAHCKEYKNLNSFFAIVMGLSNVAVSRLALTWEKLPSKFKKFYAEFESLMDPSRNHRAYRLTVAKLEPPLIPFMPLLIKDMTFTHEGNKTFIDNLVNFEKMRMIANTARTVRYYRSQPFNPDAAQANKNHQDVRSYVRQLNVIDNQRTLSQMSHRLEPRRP
#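 Each well held 100 nM EPAC2, 250 nM RAP1B-BODIPY-GDP and 50 uM GDP. Fluorescence, read at 5-min intervals to 30 min, was referenced to a 6.5 mM cAMP positive control.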
# Nrf2 inh: Nrf2 pathway inhibition | A549 ARE-Fluc reporter, luciferase luminescence, 18-24 h | Potency, µM (titrated, usually from 46 µM), without a hit: at the highest dose activity change, negative = inhibition, actives largely listed as inhibitors | 360,000 tested, 2.1% active | AID 504444; further: potency means the concentration at half of the fitted maximal effect; on the % scale 0 is the no-effect control and ±100 the full control effect; nearly all actives have a fitted effect of over 60% in size
#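 Quantitative HTS in A549 cells stably bearing an antioxidant response element-firefly luciferase construct. Inhibition of Nrf2-driven transcription was scored by luminescence after 18-24 h of compound exposure at 37 °C.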
# TGFb SMAD3 inh: inhibitors of TGF-b signaling | AID 588855 | 410,000 tested, 1.2% active | HepG2 CAGA-GFP TGF-b/SMAD3 reporter, GFP fluorescence, 18 h; TGF-beta stimulated, 500 pg/mL final | Potency, µM (titrated, usually from 46.1 µM), for inactives: at the top dose activity, negative = inhibition, hits mostly inhibitors; further: potency means the concentration at half of the fitted maximal effect; on the % scale 0 is the no-effect control and ±100 the full control effect; nearly all actives have a fitted effect of over 65% in size
#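 GFP signal (ex488/em500-530) from TGF-beta-stimulated HEPG2 CAGA-GFP cells, 500 pg/mL final, 18 h at 37 degrees C in DMEM plus 1% FBS, normalized to unstimulated and DMSO-stimulated controls.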
# A549 viability: A549 cytotoxicity, counter-screen for Nrf2 inhibitors; Potency, µM (doses to about 46 µM), for inactives: at the highest dose activity change, negative = cytotoxicity, hits mostly inhibitors; A549 ARE-Fluc cells, CellTiter-Fluor viability, 18-24 h; 390,000 tested, 0.16% active; further: potency means the concentration at half of the fitted maximal effect; on the % scale 0 is the no-effect control and ±100 the full control effect
#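 A549 ARE-Fluc cells in 5% FBS OPTI-MEM, 5000 cells/well, rested 2 h then exposed to compounds in concentration-response for 18-24 h at 37 °C. Viability by CellTiter-Fluor fluorescence (Ex 405/Em 525) after 30 min; luciferase luminescence (BugLite, 15 min, RT) read afterwards.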
# ATXN2 expr inh: reduces ATXN2 reporter expression in HEK-293 cells | HEK-293 ATXN2-luciferase reporter, luminescence, 24 h | Potency, µM (top dose mostly 57 µM), for inactives: at the top dose activity change, negative = inhibition, usual class: inhibitors | 360,000 tested, 0.72% active; further: potency means the concentration at half of the fitted maximal effect; on the % scale 0 is the no-effect control and ±100 the full control effect; nearly all actives have a fitted effect of over 55% in size
#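 qHTS (up to 57 uM final) was run with 24 h compound exposure of reporter cells at 37 °C. Each well was multiplexed: SteadyGlo luminescence measured ATXN2-luciferase expression after a fluorogenic Gly-Phe-AFC viability readout (25 uM final).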
# S2 tox: cell viability loss in ATXN counter-screen; S2 cells (HEK-293 line with an ATXN2-luciferase reporter) viability, CellTiter-Fluor protease fluorescence, 24 h; Potency, µM (highest dose often 56.7 µM), most hits filed as cytotoxic; 400,000 tested, 0.49% active; AID 651635; further: potency means the concentration at half of the fitted maximal effect; nearly all actives have a fitted effect of over 40% in size
# Nrf2 ARE act: activators of Nrf2 (ARE) signaling. Potency, µM (top dose mostly 46.1 µM), without a hit: top-dose activation, hits mostly activators. AID 624171. 410,000 tested, 0.31% active. AREc32 ARE-luciferase reporter (MCF7-derived line), luminescence, 24 h; further: potency means the concentration at half of the fitted maximal effect; % of control where 0% means no effect; nearly all actives have a fitted effect of over 65% in size
#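 Nrf2 activation is followed as ARE-luciferase induction in the AREc32 line after one day of compound treatment; luminescence is read with Steady-Glo.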
# * hit, by the source's call; i = inactive; ? = inconclusive; nt = not tested or not shown; [ ] = another dose, or the depositor's remark. Unless noted, the call rests on the fitted dose curve; in most records, active means well fitted curve in the direction sought with a large enough effect; inconclusive means small, poorly fitted or top-dose-only effect, or another doubt; inactive means no such curve, though single readings can be large; an effect the other way counts as inactive or inconclusive.
item	molecule	IL-2 act	HepG2 tox	EPAC2 ag	Nrf2 inh	TGFb SMAD3 inh
1	Cc1ccc(NC(=O)c2ccc(COc3ccc4c(c3)CCC4)cc2)c(C)c1	-0.8	-6%	-9%	3%	?
2	O=C1OCCC1Sc1nnnn1-c1ccccc1 (configuration not stated)	1.4	-6%	10%	-7%	5%
3	Cc1ccccc1NP1(=O)OCCCN1Cc1ccccc1Cl (configuration not stated)	0.0	1%	-5%	-14%	?
4	COc1ccc(CCNS(=O)(=O)c2c(C)[nH]c(C)c2C(=O)N2CCCCC2)cc1OC	-3.3	0%	9%	0%	0%
5	O=C1C2C(c3ccccc3)C=CC(c3ccccc3)C2C(=O)N1CCO (configuration not stated)	-3.2	-37%	1%	?	?
6	O=C1c2cccc3cc([N+](=O)[O-])cc(c23)C(=O)N1c1nncs1	0.1	-42%	-1%	29%	4%
7	COc1cccc(N2CCN(C(=O)c3c(C)oc4ncnc(N5CCCCC5)c34)CC2)c1	nt	-17%	nt	-3%	?
8	Fc1ccc(NC(=S)Nc2ccccc2Cl)cc1	-2.5	10%	2%	-16%	10%

item	A549 viability	ATXN2 expr inh	S2 tox	Nrf2 ARE act
1	-4%	-11%	?	0.5%
2	-2%	1%	i	-1.7%
3	1%	-11%	i	-0.7%
4	4%	-8%	i	0.2%
5	-19%	4%	i	1.1%
6	-2%	5%	i	-1.0%
7	9%	-25%	i	0.1%
8	4%	-1%	i	0.4%

# The listing continues.
item	molecule	IL-2 act	HepG2 tox	EPAC2 ag	Nrf2 inh	TGFb SMAD3 inh
9	COc1cccc(C2=NOC(C(=O)Nc3ccc4c(c3)OCO4)C2)c1 (configuration not stated)	-5.3	-7%	1%	5%	-3%
10	CN(C(=O)c1ccccc1C(=O)OCC(=O)Nc1cccc(Br)c1)c1ccccc1	-0.7	-8%	19%	5%	-1%
11	CC(=O)NC1=NN(C(C)=O)C(c2ccc(C)cc2)S1 (configuration not stated)	-0.1	-24%	-3%	-5%	-6%
12	O=C(COC(=O)c1cc(S(=O)(=O)N2CCCCC2)ccc1Cl)NC1CCCCC1	0.4	14%	8%	nt	-5%
13	OC(c1ccccc1)C(CN1CCOCC1)c1ccccc1 (configuration not stated)	-2.4	6%	-2%	7%	-2%
14	CCOc1ccc(CCNS(=O)(=O)c2c(C)nc3sc(C)cn3c2=O)cc1OCC	nt	-4%	nt	?	9%
15	CC1CC(C)CN(S(=O)(=O)c2ccc(C(=O)OCC(=O)NCCN3C(=O)CSC3=O)cc2)C1 (configuration not stated)	-2.7	9%	-10%	4%	?
16	Cc1ccc2nc(SCCC(=O)O)cc(C)c2c1	-0.1	-42%	6%	-7%	3%

item	A549 viability	ATXN2 expr inh	S2 tox	Nrf2 ARE act
9	-5%	-2%	i	0.2%
10	15%	nt	i	-0.3%
11	-17%	9%	i	-0.1%
12	nt	nt	i	-1.4%
13	-10%	13%	i	-0.4%
14	2%	nt	nt	0.7%
15	-3%	-18%	i	-0.2%
16	1%	-16%	i	-0.4%

# Other compounds
item	molecule	IL-2 act	HepG2 tox	EPAC2 ag	Nrf2 inh	TGFb SMAD3 inh
17	Cc1ccc(CN2C(=O)C(C)Nc3ncnc(N4CCOCC4)c32)cc1 (configuration not stated)	-4.1	-55%	13%	4%	?
18	Cc1cccc(C)c1NC(=O)C(=O)NCCc1c[nH]c2ccccc12	1.8	6%	9%	-12%	-10%
19	CN(CC(=O)Nc1c(Cl)cccc1Cl)C(=O)c1ccc2ccccc2n1	1.0	-2%	3%	20%	-1%
20	O=C(O)c1cccc(Nc2c3ccccc3nc3ccccc23)c1	0.3	-5%	9%	?	-15%
21	CCOc1ccccc1C1CC(c2ccc(Cl)cc2)Nc2nc(N)nn21 (configuration not stated)	-4.9	-17%	8%	-1%	-4%
22	Cc1cc(C)cc(NC(=O)c2ccc(NC(=O)C3C4CC5OC(=O)C3C5C4)cc2)c1 (configuration not stated)	-1.6	-29%	10%	?	-5%
23	Cc1cc(F)cc(C)c1Cn1cnc2c(cnn2C(C)(C)C)c1=O	-2.1	11%	-5%	?	-2%
24	Cc1ccnc(NS(=O)(=O)c2ccc(NC(=O)C3CCCCC3C(=O)O)cc2)n1 (configuration not stated)	0.8	17%	10%	10%	2%

item	A549 viability	ATXN2 expr inh	S2 tox	Nrf2 ARE act
17	0%	0%	i	0.0%
18	-20%	-2%	i	0.3%
19	2%	27%	i	0.1%
20	6%	nt	i	6.3%
21	6%	-18%	i	5.8%
22	2%	-39%	i	-0.6%
23	5%	11%	i	5.8%
24	-1%	-3%	i	-0.3%

# The results go on.
item	molecule	IL-2 act	HepG2 tox	EPAC2 ag	Nrf2 inh	TGFb SMAD3 inh
25	CSc1ccc(C2=CC(=O)C[C@H](c3ccc4c(c3)OCO4)C2)cc1	0.6	3%	-1%	9%	0%
26	CCOC(=O)[C@H]1[C@H]2COc3ccccc3[C@@H]2N2C(=O)c3ccc(Cl)cc3NC(=O)[C@@]12C	6.0	-11%	11%	3%	0%
27	CC(OC(=O)c1cccc(S(=O)(=O)N(C)C)c1)C(=O)NCc1ccc2c(c1)OCO2 (configuration not stated)	-2.3	2%	3%	2%	23%
28	COc1cc2c(C(=O)N3CCN(c4cc(Cl)ccc4C)CC3)cn(CC(C)C)c(=O)c2cc1OC	nt	-2%	nt	-25%[9.27 µM]	0%
29	O=C(COC(=O)c1ccccc1NCCO)NNC(=O)c1cccs1	1.2	-2%	3%	2%	3%
30	O=C(O)c1ccc(N2C(=O)CCCC2=O)cc1	-2.3	0%	-1%	-5%	14%
31	COc1ccc(Cc2nc(C)cc(Cl)n2)cc1[N+](=O)[O-]	3.1	-1%	-7%	-6%	19%
32	CCN1CCC(O)(/C=C/c2ccc(C(C)C)cc2)C(C(=O)/C=C/c2ccc(C(C)C)cc2)C1 (configuration not stated)	-0.6	13µM*	-12%	-22%	8.9µM*

item	A549 viability	ATXN2 expr inh	S2 tox	Nrf2 ARE act
25	-1%	2%	i	4.2%
26	0%	-7%	i	0.8%
27	7%	-11%	i	0.2%
28	-3%	0%	i	-0.5%
29	-6%	6%	i	2.3%
30	1%	-1%	i	-0.9%
31	-1%	2%	i	0.9%
32	?	?	nt	?

# (continued)
item	molecule	IL-2 act	HepG2 tox	EPAC2 ag	Nrf2 inh	TGFb SMAD3 inh
33	Cc1occc1C(=O)NC(C)C(C)(C)C (configuration not stated)	-0.3	-3%	-24%	11%	-5%
34	Cc1ccc(CSCC(=O)N/N=C/c2sccc2C)cc1	0.1	-1%	13%	-6%	?
35	O=C(CNc1n[nH]c(=O)[nH]c1=O)N/N=C/c1cccnc1	-1.2	-52%	5%	10%	-19%
36	CCOC(=O)N1CCN(C(=O)c2cc3ccc(OC)cc3[nH]2)CC1	-0.7	-11%	-4%	-3%	-10%
37	O=C(CSc1nncn1-c1ccccc1F)NC1CC1	-0.3	-7%	3%	8%	-3%
38	CCSc1nnc(NC(=O)c2ccc(Br)s2)s1	-1.4	-5%	14%	2%	20%
39	CN(C(=O)c1cccc(NC(=O)Cc2ccc(NC(=O)C3CCN(C(=O)C4CCCC4)CC3)cc2)c1)C1CCCC1	0.2	-7%	11%	5%	-14%
40	CCOC(=O)C1CCN(C(=O)/C=C/c2cccs2)CC1	-0.2	-1%	9%	?	-5%

item	A549 viability	ATXN2 expr inh	S2 tox	Nrf2 ARE act
33	7%	-8%	i	0.0%
34	-6%	7%	i	2.2%
35	8%	4%	i	0.4%
36	2%	0%	i	-0.1%
37	-3%	30%	i	4.0%
38	1%	27%	i	0.0%
39	8%	5%	i	6.1%
40	3%	20%	i	2.2%

# Next section; the last 4 above are carried over.
item	molecule	IL-2 act	HepG2 tox	EPAC2 ag	Nrf2 inh	TGFb SMAD3 inh
37	O=C(CSc1nncn1-c1ccccc1F)NC1CC1	-0.3	-7%	3%	8%	-3%
38	CCSc1nnc(NC(=O)c2ccc(Br)s2)s1	-1.4	-5%	14%	2%	20%
39	CN(C(=O)c1cccc(NC(=O)Cc2ccc(NC(=O)C3CCN(C(=O)C4CCCC4)CC3)cc2)c1)C1CCCC1	0.2	-7%	11%	5%	-14%
40	CCOC(=O)C1CCN(C(=O)/C=C/c2cccs2)CC1	-0.2	-1%	9%	?	-5%
41	O=C(CSc1nc2ccccc2s1)N1c2ccccc2Sc2ccc(Cl)cc21	-2.1	-57%	11%	nt	-5%
42	CCCCOCCCNC(=O)N[C@@H](CCSC)C(=O)OC	-2.6	-3%	-1%	-2%	4%
43	CC(C)Cn1c(N)c(C(=O)CSc2nc3ccccc3n2C)c(=O)n(C)c1=O	-0.9	-26%	11%	6%	-1%
44	S=c1[nH]nc(-c2ccco2)n1/N=C/c1cccc(Cl)c1Cl	0.8	-4%	4%	3%	6%
45	O=C(CN1CCN(Cc2ccccc2)CC1)Nc1ccc(N2CCOCC2)cc1	-0.6	5%	9%	-5%	4%
46	COc1ccc(-c2onc(C)c2C)cc1S(=O)(=O)NCc1cccs1	nt	-6%	nt	-14%	-3%
47	CSc1nccc(Oc2ccc(C#N)cc2)n1	0.2	5%	-3%	16%	4%
48	CCCN1Cc2cccc(C(=O)Nc3ccc(OC)c(OC)c3)c2C1=O	-1.3	-6%	6%	0%	-11%
49	COc1cccc(C=Nc2cc(C)cc(C)c2)c1O	-0.1	1%	7%	16%	-22%

item	A549 viability	ATXN2 expr inh	S2 tox	Nrf2 ARE act
37	-3%	30%	i	4.0%
38	1%	27%	i	0.0%
39	8%	5%	i	6.1%
40	3%	20%	i	2.2%
41	16%	-9%	i	-0.2%
42	3%	-3%	i	0.3%
43	-3%	-14%	i	0.2%
44	-3%	-5%	i	8.9µM*
45	-3%	6%[11.3 µM]	i	-0.2%
46	-8%	nt	nt	4.4%
47	8%	3%	i	9.4%
48	0%	18%	i	0.1%
49	9%	6%	i	-0.3%
